Pf Dd2 growth = blocks growth of Plasmodium falciparum Dd2 parasites. 94,000 compounds, 2.3% hits. activity change, % at 10 µM. P. falciparum Dd2 growth, SYBR Green, 72 h; active compounds read low. AID 1159554; in the data active means activity change below about -80%; inconclusive means no clear call, values can overlap the other calls
GASC1 inh = KDM4C (human) demethylase inhibition. inhibition, % at 12.5 µM. 96,000 compounds, 0.15% hits. GST-KDM4C 2-372, H3K9me3 peptide, LANCE TR-FRET. Q9H3R0;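 active means mean replicate inhibition above about 25%, with at least 55% of replicates also reaching it, limit read from the data, passing the limit was not always enough; inconclusive means only one of those two conditions met; inactive means neither condition met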
Target sequence (Q9H3R0 2-372 limits assumed): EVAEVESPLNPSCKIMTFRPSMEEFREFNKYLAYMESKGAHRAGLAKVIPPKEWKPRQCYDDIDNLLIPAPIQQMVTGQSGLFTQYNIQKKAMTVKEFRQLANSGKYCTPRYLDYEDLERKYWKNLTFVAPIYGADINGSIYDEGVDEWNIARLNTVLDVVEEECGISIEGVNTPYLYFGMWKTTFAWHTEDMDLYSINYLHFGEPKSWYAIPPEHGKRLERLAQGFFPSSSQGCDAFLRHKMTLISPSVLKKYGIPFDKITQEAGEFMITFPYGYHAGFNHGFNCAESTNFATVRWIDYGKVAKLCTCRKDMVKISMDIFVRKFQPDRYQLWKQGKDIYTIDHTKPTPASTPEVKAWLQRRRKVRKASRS
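reagent = H3K9me3 peptide substrate, Fe(II), 2-oxoglutarate | system = GST-tagged GASC-1 (JMJD2C) catalytic fragment, aa 2-372 | amount = enzyme final amount 10 nM | read-out = Fall in 671/618 emission ratio as inhibition | medium = HEPES buffer, pH 7.5, plus ascorbate | schedule = 30 min reaction, 60 min detection, RT | measured by = LANCE TR-FRET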
C diff growth = C. difficile growth inhibition | Clostridium difficile clinical isolate growth, OD600, 24 h; active compounds read low | growth activity, negative = inhibition, % at 16 µg/mL (by protocol) | 86,000 compounds, 0.25% hits | AID 1259249;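 active means mean growth activity at or below -80% and every replicate also at or below -80%; inconclusive means mean at or below -80% but some replicate above -80%; inactive means mean growth activity above -80%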;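 further: 0% = DMSO wells and -100% = levofloxacin 16 µg/mL wells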
T cruzi growth = inhibitors of T. cruzi proliferation | T. cruzi beta-gal in NIH3T3, GalScreen luminescence, 90 h | inhibition, % at 8.34 µM | 77,000 compounds, 5.9% hits | AID 624255;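 active means mean inhibition above about 93%, with at least 55% of replicates each passing it, limit read from the data, passing the limit was not always enough; inconclusive means only one of those two conditions holds; inactive means neither condition holds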
* marks the source's active call; other numbers are inactive results.

Results for C[C@@H]1CN([C@H](C)CO)C(=O)Cc2cc(NC(=O)Cc3ccccc3)ccc2O[C@H]1CN(C)CC1CCCCC1 ?
Pf Dd2 growth: -16; GASC1 inh: 2.2; C diff growth: -17; T cruzi growth: 67

How did CCS(=O)(=O)N1CC(=O)N2[C@H](C1)[C@@H](c1ccc(C#CCC3CCCC3)cc1)[C@@H]2CO do in these assays?
Pf Dd2 growth: -5; GASC1 inh: -0.3; C diff growth: -2

What do the screens show for `C[C@@H]1CN([C@H](C)CO)C(=O)Cc2cc(NS(C)(=O)=O)ccc2O[C@@H]1CN(C)Cc1ccc(Oc2ccccc2)cc1`?
Pf Dd2 growth: -18; GASC1 inh: 11; C diff growth: -16

How did Cc1noc(C)c1NC(=O)Nc1ccc2c(c1)C(=O)N([C@@H](C)CO)C[C@@H](C)[C@@H](CN(C)Cc1ccc(Cl)c(Cl)c1)OCCCC[C@@H](C)O2 do in these assays?
Pf Dd2 growth: -49; GASC1 inh: -0.6; C diff growth: 6; T cruzi growth: 76

How did O=C(C[C@H]1C[C@H]2c3cc(NC(=O)C4CCC4)ccc3O[C@H]2[C@@H](CO)O1)NC1CCCCC1 do in these assays?
Pf Dd2 growth: 36; GASC1 inh: -1.2; T cruzi growth: -25

Results for C[C@@H]1CN([C@H](C)CO)C(=O)c2cc(C#Cc3cccc(F)c3)cnc2O[C@@H]1CN(C)C(=O)C1CCOCC1 ?
Pf Dd2 growth: -1; GASC1 inh: -0.3; C diff growth: -5; T cruzi growth: 74

What do the screens show for `C[C@@H]1CN([C@@H](C)CO)C(=O)c2cccc(NC(=O)c3nc4ccccc4s3)c2O[C@@H]1CN(C)C(=O)Nc1ccccc1`?
Pf Dd2 growth: -76; GASC1 inh: -3.5; C diff growth: -14; T cruzi growth: 57

How did CCCNC(=O)N1CC2(C1)CN(C(=O)CC1CC1)[C@@H](CO)c1[nH]c3cc(OC)ccc3c12 do in these assays?
Pf Dd2 growth: 24; GASC1 inh: 0.3; C diff growth: 7

Results for C[C@@H]1CN([C@@H](C)CO)C(=O)c2cc(NC(=O)Nc3ccc4c(c3)OCO4)ccc2O[C@H]1CN(C)S(=O)(=O)c1cccs1 ?
Pf Dd2 growth: -16; GASC1 inh: -0.3; C diff growth: -6; T cruzi growth: -49

Results for C[C@H](CO)N1C[C@H](C)[C@H](CN(C)Cc2ccc(C(=O)Nc3ccccc3N)cc2)Oc2c(NC(=O)Nc3ccc(F)cc3)cccc2C1=O ?
Pf Dd2 growth: -79; GASC1 inh: 0.8; C diff growth: 13

2 entries drawn at random from those above, as already listed:
How did CCS(=O)(=O)N1CC(=O)N2[C@H](C1)[C@@H](c1ccc(C#CCC3CCCC3)cc1)[C@@H]2CO do in these assays?
Pf Dd2 growth: -5; GASC1 inh: -0.3; C diff growth: -2

How did O=C(C[C@H]1C[C@H]2c3cc(NC(=O)C4CCC4)ccc3O[C@H]2[C@@H](CO)O1)NC1CCCCC1 do in these assays?
Pf Dd2 growth: 36; GASC1 inh: -1.2; T cruzi growth: -25

Additional structures.
How did CN(C)CC(=O)Nc1ccc2c(c1)[C@H]1C[C@@H](CC(=O)N3CCc4ccccc4C3)O[C@@H](CO)[C@H]1O2 do in these assays?
Pf Dd2 growth: 18; GASC1 inh: -3.0; T cruzi growth: 19

Results for CCCNC(=O)Nc1ccc2c(c1)OC[C@@H](C)N(C(C)=O)C[C@@H](C)[C@H](OC)CN(C)C2=O ?
Pf Dd2 growth: -60; GASC1 inh: 0.9; C diff growth: -3

Results for COc1ccc(NC(=O)Nc2ccc3c(c2)C(=O)N([C@@H](C)CO)C[C@@H](C)[C@H](CN(C)S(=O)(=O)c2ccc(C)cc2)O3)cc1 ?
Pf Dd2 growth: -70; GASC1 inh: 0.4; C diff growth: -12; T cruzi growth: -3

Results for CC(C)C#Cc1cnc2c(c1)C(=O)N([C@H](C)CO)C[C@H](C)[C@@H](CN(C)C(=O)CN1CCOCC1)O2 ?
Pf Dd2 growth: 33; C diff growth: 0; T cruzi growth: -31

What do the screens show for `O=C(c1cnccn1)N1CC(=O)N2[C@@H](CO)[C@@H](c3ccc(C#CC4CCCCC4)cc3)[C@@H]2C1`?
Pf Dd2 growth: 12; GASC1 inh: -0.7; C diff growth: -6

Results for Cc1cc(C(=O)Nc2cccc3c2O[C@H](CN(C)S(=O)(=O)c2ccccc2)[C@H](C)CN([C@H](C)CO)C3=O)n(C)n1 ?
Pf Dd2 growth: -33; GASC1 inh: -3.0; C diff growth: 7; T cruzi growth: 3

How did N#C[C@H]1[C@@H](c2ccc(-c3ccncc3)cc2)[C@@H](CO)N1C(=O)C1CCCCC1 do in these assays?
Pf Dd2 growth: -6; GASC1 inh: 1.5; C diff growth: 8; T cruzi growth: 58

What do the screens show for `COc1ccc2c3c([nH]c2c1)[C@H](CO)N(C)CC31CCN(C(=O)C2CC2)CC1`?
Pf Dd2 growth: -48; GASC1 inh: -0.3; C diff growth: 4

How did C[C@@H]1CCCCO[C@H](CN(C)C(=O)CCC(F)(F)F)[C@H](C)CN([C@@H](C)CO)C(=O)c2cc(NC(=O)CCCCCC(=O)Nc3ccccc3N)ccc2O1 do in these assays?
Pf Dd2 growth: -41; GASC1 inh: 1.5; C diff growth: 0; T cruzi growth: 61

What do the screens show for `COc1ccccc1-c1cnc2c(c1)C(=O)N([C@@H](C)CO)C[C@H](C)[C@H](CN(C)Cc1ccc(F)cc1)O2`?
Pf Dd2 growth: 3; GASC1 inh: -4.6; C diff growth: 3

Arranged by heavy-atom count (descending): 3 of the compounds above
Results for COc1ccc(NC(=O)Nc2ccc3c(c2)C(=O)N([C@@H](C)CO)C[C@@H](C)[C@H](CN(C)S(=O)(=O)c2ccc(C)cc2)O3)cc1 ?
Pf Dd2 growth: -70; GASC1 inh: 0.4; C diff growth: -12; T cruzi growth: -3

Results for CC(C)C#Cc1cnc2c(c1)C(=O)N([C@H](C)CO)C[C@H](C)[C@@H](CN(C)C(=O)CN1CCOCC1)O2 ?
Pf Dd2 growth: 33; C diff growth: 0; T cruzi growth: -31

How did CCCNC(=O)N1CC2(C1)CN(C(=O)CC1CC1)[C@@H](CO)c1[nH]c3cc(OC)ccc3c12 do in these assays?
Pf Dd2 growth: 24; GASC1 inh: 0.3; C diff growth: 7

Continuation:
Results for C[C@H]1CN([C@@H](C)CO)C(=O)c2cc(NC(=O)Nc3ccc(C(F)(F)F)cc3)ccc2O[C@H]1CN(C)S(=O)(=O)c1ccc(Cl)cc1 ?
Pf Dd2 growth: 13; GASC1 inh: -2.9; C diff growth: 23; T cruzi growth: 77

How did O=C(N[C@@H]1C=C[C@@H](CC(=O)N2CCN(c3ccccc3)CC2)O[C@H]1CO)c1ccccc1 do in these assays?
Pf Dd2 growth: 2; GASC1 inh: 2.4; C diff growth: 5; T cruzi growth: 6

How did C[C@H]1CN([C@@H](C)CO)C(=O)c2cccc(NS(=O)(=O)c3ccc(F)cc3)c2O[C@@H]1CN(C)C(=O)NC1CCCCC1 do in these assays?
Pf Dd2 growth: 3; GASC1 inh: 1.8; C diff growth: 6; T cruzi growth: 8

What do the screens show for `C/C=C/c1ccc([C@@H]2[C@H](CO)N(C(=O)c3ccccc3)C23CN(C(C)=O)C3)cc1`?
Pf Dd2 growth: -8; GASC1 inh: 18; C diff growth: 3

Results for COc1ccc(-c2cnc3c(c2)C(=O)N([C@H](C)CO)C[C@@H](C)[C@H](CN(C)C(=O)C2CC2)O3)cc1 ?
Pf Dd2 growth: -5; GASC1 inh: 0.3; C diff growth: 1; T cruzi growth: -242

What do the screens show for `CCCN(C)C[C@@H]1OCCCC[C@@H](C)Oc2ccc(N(C)C)cc2C(=O)N([C@@H](C)CO)C[C@@H]1C`?
Pf Dd2 growth: -50; GASC1 inh: -1.3; C diff growth: 5; T cruzi growth: 27

How did Cc1noc(C)c1NC(=O)N(C)C[C@@H]1Oc2ccc(NC(=O)Cc3ccccc3)cc2CC(=O)N([C@@H](C)CO)C[C@@H]1C do in these assays?
Pf Dd2 growth: -1; GASC1 inh: -0.9; C diff growth: 0; T cruzi growth: 2

What do the screens show for `C[C@H]1CN([C@@H](C)CO)C(=O)c2cc(C3=CCCCC3)cnc2O[C@@H]1CN(C)C(=O)CN1CCOCC1`?
Pf Dd2 growth: 11; GASC1 inh: 4.8; C diff growth: -4

Results for Cc1ccc(S(=O)(=O)Nc2ccc3c(c2)C(=O)N([C@H](C)CO)C[C@@H](C)[C@H](CN(C)C(=O)Nc2ccc4c(c2)OCO4)OCCCC[C@@H](C)O3)cc1 ?
Pf Dd2 growth: -33; GASC1 inh: 0.5; C diff growth: 0

What do the screens show for `CC(C)NC(=O)N[C@@H]1C=C[C@@H](CC(=O)NC2Cc3ccccc3C2)O[C@H]1CO`?
Pf Dd2 growth: 0; GASC1 inh: 0.2; C diff growth: 4; T cruzi growth: -42

What do the screens show for `C[C@@H]1CCCCO[C@H](CN(C)Cc2ccccc2)[C@H](C)CN([C@@H](C)CO)C(=O)c2cc(NC(=O)CCC(F)(F)F)ccc2O1`?
Pf Dd2 growth: -2; GASC1 inh: 1.7; C diff growth: -5; T cruzi growth: 38

What do the screens show for `C[C@H](CO)N1C[C@H](C)[C@@H](CN(C)Cc2ccccc2F)Oc2cc(C3=CCCC3)ccc2S1(=O)=O`?
Pf Dd2 growth: -19; GASC1 inh: 5.1; C diff growth: 14; T cruzi growth: inconclusive

How did O=C(C[C@@H]1C[C@@H]2c3cc(NC(=O)c4cccnc4)ccc3O[C@@H]2[C@@H](CO)O1)NCC1CC1 do in these assays?
Pf Dd2 growth: -6; GASC1 inh: -0.8; C diff growth: 4; T cruzi growth: -5

What do the screens show for `O=C(CC1CC1)N1[C@@H]2CN(S(=O)(=O)c3ccccc3)c3ccccc3[C@@H]2[C@@H]1CO`?
Pf Dd2 growth: -14; GASC1 inh: -0.2; C diff growth: 2; T cruzi growth: 10

Results for C[C@H]1CN([C@@H](C)CO)C(=O)c2cc(-c3cncnc3)cnc2O[C@H]1CN(C)Cc1ccncc1 ?
Pf Dd2 growth: 45; GASC1 inh: -2.1; C diff growth: 3; T cruzi growth: -32

What do the screens show for `C[C@H]1CN([C@@H](C)CO)C(=O)CCCn2nncc2CO[C@H]1CN(C)C(=O)Nc1ccccc1F`?
Pf Dd2 growth: 5; GASC1 inh: 0.6; C diff growth: 1; T cruzi growth: -18

Results for CCCN(C)C[C@H]1Oc2cc(-c3ccncc3)ccc2S(=O)(=O)N([C@@H](C)CO)C[C@H]1C ?
Pf Dd2 growth: -68; GASC1 inh: -1.1; C diff growth: 2

What do the screens show for `C[C@@H]1CN([C@H](C)CO)C(=O)c2cc(C#C[C@@H](C)O)cnc2O[C@@H]1CN(C)C(=O)c1ccncc1`?
Pf Dd2 growth: 8; GASC1 inh: -0.2; C diff growth: 0; T cruzi growth: 92

How did CC(C)c1cccc(NC(=O)C[C@H]2CC[C@H]3[C@@H](COc4ccc(NC(=O)c5ccc(C#N)cc5)cc4C(=O)N3C)O2)c1 do in these assays?
GASC1 inh: -3.5; T cruzi growth: 82

How did CN(C)C(=O)C[C@@H]1CC[C@H](NC(=O)C2CCOCC2)[C@H](CO)O1 do in these assays?
Pf Dd2 growth: -33; GASC1 inh: -0.5; T cruzi growth: 47

Results for CC(C)CC#Cc1cnc2c(c1)C(=O)N([C@H](C)CO)C[C@H](C)[C@@H](CN(C)C(=O)CCN1CCCCC1)O2 ?
Pf Dd2 growth: -36; GASC1 inh: 0.3; C diff growth: 10; T cruzi growth: 25

Results for O=C(C1CCOCC1)N1CC(=O)N2[C@H](CO)[C@H](c3ccc(-c4cccnc4)cc3)[C@@H]2C1 ?
Pf Dd2 growth: 7; GASC1 inh: -1.5; C diff growth: -4

How did CC(C)c1ccc(NC(=O)C[C@H]2CC[C@H]3[C@@H](COc4ccc(NC(=O)Nc5ccc(F)c(F)c5)cc4C(=O)N3C)O2)cc1 do in these assays?
Pf Dd2 growth: 5; C diff growth: 15; T cruzi growth: 100*

How did C[C@H]1CN([C@@H](C)CO)C(=O)c2cccc(NC(=O)Nc3ccccc3)c2O[C@H]1CN(C)C(=O)Nc1ccc(F)cc1 do in these assays?
Pf Dd2 growth: -4; GASC1 inh: -1.0; C diff growth: 2; T cruzi growth: 88

How did C[C@H]1CN([C@@H](C)CO)C(=O)c2cc(NC(=O)CCCN(C)C)ccc2O[C@H]1CN(C)Cc1ccc(C(F)(F)F)cc1 do in these assays?
Pf Dd2 growth: 5; GASC1 inh: 1.2; C diff growth: -3; T cruzi growth: 13

How did C[C@H]1CN([C@@H](C)CO)C(=O)c2cc(NC(=O)Cn3cnnn3)ccc2O[C@@H]1CN(C)C(=O)Nc1ccc(C(F)(F)F)cc1 do in these assays?
Pf Dd2 growth: 6; GASC1 inh: -0.1; C diff growth: 1; T cruzi growth: -35

What do the screens show for `O=C(C[C@@H]1C[C@@H]2c3cc(NC(=O)C4CCOCC4)ccc3O[C@@H]2[C@@H](CO)O1)NCC1CC1`?
Pf Dd2 growth: 7; GASC1 inh: -1.0; C diff growth: -3; T cruzi growth: -46

From PubChem BioAssay
